Bioassay records: PubChem BioAssay, several laboratories
PrPC surface inh – inhibitors of human cell surface prion protein PrPC; P04156; TR-FRET read-out; inhibition, % at 13.8 µM; 370,000 tested, 0.43% active; in the data active means inhibition above about 24%; further: 0% = median of the test wells and 100% = reference compound wells
TcdB inh – TcdB glycohydrolase inhibition; P18177; TcdB glycohydrolase enzymatic assay, plate reader; inhibition, % at 9.99 µM; 350,000 tested, 0.24% active; AID 652162; in the data active means inhibition above about 10%
BoNT-A LC inh2 – BoNT A light chain protease inhibition. AID 588499. inhibition, % at 10 µM. multiplex microsphere protease substrate cleavage, flow cytometry. 360,000 tested, 0.17% active; further: plate controls were buffer without enzyme for full effect and enzyme alone for no effect
PfHsp40 rescue – rescue of PfHsp40-mediated yeast toxicity; S. cerevisiae expressing PfHsp40, growth rescue, ATP luminescence; growth rescue, % at 12.5 µM; 340,000 tested, 0.68% active; AID 504582; in the data active means growth rescue above about 28%, passing the limit was not always enough;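 further: yeast W303a lacking pdr1 and pdr3 grown in galactose medium; growth measured after three days at 30 °C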
BH1578 lux ind – induces V. cholerae light production without autoinducers; V. cholerae BH1578 lux reporter, luminescence, 6 h; 350,000 tested, 0.16% active; activation, % at 18.7 µM; AID 588436; in the data active means activation mostly above about 9.7%, no sharp cut-off; further: not every result past the cut was called active; inactives centre near 0; reference of the scale not given here
Anthrax LF inh2 – anthrax lethal factor protease inhibition; P15917; multiplex microsphere protease cleavage assay, LF; inhibition, % at 10 µM; 360,000 tested, 0.12% active; further: plate controls were buffer without enzyme for full effect and enzyme alone for no effect
Target sequence (P15917 whole entry, looked up): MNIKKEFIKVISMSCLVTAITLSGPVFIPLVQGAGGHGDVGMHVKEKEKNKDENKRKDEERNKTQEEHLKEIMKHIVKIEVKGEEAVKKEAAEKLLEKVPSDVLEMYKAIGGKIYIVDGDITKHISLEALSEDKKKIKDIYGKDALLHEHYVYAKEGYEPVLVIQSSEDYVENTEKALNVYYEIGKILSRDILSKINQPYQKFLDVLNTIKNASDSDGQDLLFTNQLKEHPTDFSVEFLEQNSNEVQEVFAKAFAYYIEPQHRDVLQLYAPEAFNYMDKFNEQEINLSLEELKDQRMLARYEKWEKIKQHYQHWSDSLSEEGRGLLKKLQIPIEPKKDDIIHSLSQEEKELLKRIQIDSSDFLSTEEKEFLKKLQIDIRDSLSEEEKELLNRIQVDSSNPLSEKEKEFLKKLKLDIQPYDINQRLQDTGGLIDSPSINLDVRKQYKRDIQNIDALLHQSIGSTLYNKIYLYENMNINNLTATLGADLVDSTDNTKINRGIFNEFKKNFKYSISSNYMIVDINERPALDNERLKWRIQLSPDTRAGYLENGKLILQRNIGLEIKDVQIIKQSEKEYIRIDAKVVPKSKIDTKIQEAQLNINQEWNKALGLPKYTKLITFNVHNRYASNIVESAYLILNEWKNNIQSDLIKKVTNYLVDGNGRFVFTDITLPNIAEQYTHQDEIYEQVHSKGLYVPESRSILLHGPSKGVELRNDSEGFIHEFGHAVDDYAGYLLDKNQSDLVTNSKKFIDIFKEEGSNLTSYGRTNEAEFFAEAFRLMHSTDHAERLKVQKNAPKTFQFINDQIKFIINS
SARS 3CLpro inh – SARS-CoV 3CLpro protease inhibition | P0C6X7 | recombinant SARS-CoV 3CLpro, quenched FRET peptide cleavage | AID 1706 | 290,000 tested, 0.14% active | inhibition, % at 6 µM; in the data active means inhibition above about 12%
Y pestis TopoI – blocks Yersinia pestis topoisomerase I activity; 360,000 tested, 0.064% active; Y. pestis Topo-I cleavage product accumulation, plate reader; activity, % at 10 µM; in the data active means activity above about 50%, passing the limit was not always enough; further: inactives centre near 2
SSB-PriA inh – inhibitors of Klebsiella pneumoniae PriA binding to SSB C-terminal tail; AlphaScreen SSBct-PriA binding, biotinylated peptide; inhibition, % at 33 µM; 430,000 tested, 0.6% active; AID 1272365; in the data active means inhibition mostly above about 37%, no sharp cut-off; inactive means mostly below about 20%;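 further: plate controls were negative control peptide for no effect and reference peptide for full effect; strong numbers were not always called active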
Starred values were filed as active, the others as inactive; i = inactive; x = not tested or not shown. Unless noted, no stated cut-off is given here; in the data, active means inhibition above about 30%; inconclusive means no clear call, values can overlap the other calls; inactive means below that.

SMILES	PrPC surface inh	TcdB inh	BoNT-A LC inh2	PfHsp40 rescue	BH1578 lux ind	Anthrax LF inh2	SARS 3CLpro inh	Y pestis TopoI	SSB-PriA inh
COc1cccc(C(=O)OC2CCN(C)CC2)c1	-6	-0.2	-0.9	2.0	i	-4	-2	5	3
C/C(CC(=O)NC(C)(C)C)=N\NC(N)=S	2	0.5	-1.2	-1.0	-1.8	2	5	1	x
CCC(=O)Nc1ccc(C(=O)OCC(=O)c2ccc(C)c([N+](=O)[O-])c2)cc1	-2	x	-1.0	19	-0.3	-5	-3	8	-17
CCOC(=O)C1(CCCc2ccccc2)CCN(C(=O)CCN2CCCCC2=O)CC1	7	2.0	-1.0	0.4	i	3	-6	10	-10
O=C1c2ccccc2C(O)(c2ncc[nH]2)N1CCc1ccccc1 (stereo unspecified)	-4	-0.5	-1.4	-1.7	1.5	-4	2	9	-14
CCC(=O)Nc1cccc(-c2csc(-c3ccccc3)n2)c1	-2	0.9	0.3	-0.2	-0.2	-2	1	15	-18
Cc1ccccc1N(CC(=O)NCc1ccco1)C(=O)CCC(=O)Nc1nccs1	-3	1.9	-0.3	-0.3	-2.3	2	1	10	-4
CCCc1nnc(NC(=O)CCC(=O)NC2CCCCC2)s1	4	1.0	0.4	-0.5	i	0	-3	-6	-13
Cc1ccc(-n2c(C)cc(C3N=C(N)Nc4nc5ccccc5n43)c2C)c(C)c1 (stereo unspecified)	8	-0.9	0.3	-0.3	i	-10	1	13	38
O=C(CCc1nnc(CCCCc2ccccc2)o1)NCCn1cccn1	7	-1.2	-0.4	1.2	-0.2	-1	-4	-3	-4
COC(=O)C(Cc1ccc(O)cc1)NC(=O)NC12CC3CC(CC(C3)C1)C2 (stereo unspecified)	-3	1.3	-3.0	-1.7	0.0	2	-1	-9	-3
Cc1ccc(C(=O)OCC(=O)NCc2ccco2)cc1	-1	x	0.0	1.7	i	-2	0	0	-14
O=C(Cc1ccc(S(=O)(=O)N2CCOCC2)s1)Oc1ccc(F)cc1	4	-0.1	0.0	-0.2	-2.1	0	x	1	-7
CCn1ccnc1CN(C)Cc1cn[nH]c1-c1ccc(OC)c(F)c1	1	2.6	-1.0	0.2	i	2	2	7	0
COc1ccc(-c2csc(NC(=O)CS(=O)(=O)c3ccccc3)n2)cc1	-1	-0.1	-0.2	0.8	i	-2	x	6	3
COc1ccc([C@@H]2CC=C(C(=O)O)[C@H](c3ccc(C)cc3)N2S(=O)(=O)c2ccccc2C)cc1	5	-1.7	-0.1	3.1	0.6	-4	x	4	2
Cc1nnc(SCC(=O)NC2CCCc3ccccc32)n1-c1ccccc1 (stereo unspecified)	7	-1.1	-1.4	-0.5	-6.8	-5	-2	-3	-12
O=C(NCc1ccccc1OC(F)(F)F)C1CCC(=O)N(Cc2ccccn2)C1 (stereo unspecified)	-1	0.8	1.1	1.0	i	3	-4	-1	-8
O=C(OCc1nnc(-c2ccc([N+](=O)[O-])cc2)o1)c1ccc(F)c(S(=O)(=O)N2CCOCC2)c1	-21	1.7	-1.0	1.2	1.4	-3	x	-8	11
CC(=O)Nc1cc(-c2ccc(C(=O)NC3CC3)cc2)cn2c(-c3ccc(F)c(Cl)c3)cnc12	-11	-0.8	0.8	x	-0.9	0	x	30	x
COc1ccc(N2C3=[N+](CC2(C)O)c2ccccc2CC3)cc1 (stereo unspecified)	-3	0.9	-1.7	-0.4	-0.3	-2	1	0	-6
COC(=O)[C@H](C(C)C)N(Cc1ccccc1)S(=O)(=O)CCN1CCN(c2ccccc2)CC1	-1	0.5	-0.4	1.2	i	-1	x	23	-5
COc1ccc(NC2=C(C(C)=O)C(c3ccc(OC)cc3)C(C(C)=O)C(C)(O)C2)cc1 (stereo unspecified)	5	0.5	-2.1	0.8	-0.4	-6	6	-3	5
O=c1c2ccccc2nc(/C=C/c2ccc([N+](=O)[O-])cc2)n1CCCO	-30	x	14	-0.3	-1.7	12	2	-3	-5
C=CCn1c(SCC(=O)c2ccc(Cl)s2)nc2ccccc2c1=O	-4	x	-0.5	-0.9	x	-4	-3	1	-26
(continued)
SMILES	PrPC surface inh	TcdB inh	BoNT-A LC inh2	PfHsp40 rescue	BH1578 lux ind	Anthrax LF inh2	SARS 3CLpro inh	Y pestis TopoI	SSB-PriA inh
Cc1cccc(C)c1Nc1nnc(SCC(=O)NCCCN2CCCC2=O)s1	3	0.4	1.6	0.8	i	6	x	-7	-9
Cc1ncc(CO)c(/C=N/Nc2cccc(Cl)n2)c1O	-19	1.7	-0.9	-0.1	i	4	-3	1	x
O=C(NC1CCCc2ccccc21)C(Cc1ccccc1)NS(=O)(=O)c1cccs1 (stereo unspecified)	3	0.6	0.2	-1.4	i	0	-6	17	1
Cc1cccc(OCCNS(=O)(=O)c2ccc(Cl)cc2)c1	7	5.3	-0.1	3.4	-7.1	-6	x	16	-3
Cc1ccc(SCCNC(=O)c2ccccc2C)cc1	14	x	1.1	-0.2	-0.4	-1	3	-1	-9
Cc1cc(C(=O)Nc2ccc(N3CCOCC3)c3nonc23)ccc1[N+](=O)[O-]	2	0.5	-1.0	-0.9	-0.2	-1	2	-11	2
Cc1ccc2c(CN3CCN(c4ccccc4F)CC3)cc(=O)oc2c1	9	-0.1	0.3	x	x	0	x	x	x
COc1ccc(OC)c(CN2CCN(C(=O)c3ccc(C)c(S(=O)(=O)Nc4ccccc4OC)c3)CC2)c1	-11	0.8	-0.5	9.5	-0.4	-7	x	16	3
CC1CN(C(=O)c2cc(S(=O)(=O)N3CCN(c4ccccc4)CC3)ccc2Cl)CC(C)O1 (stereo unspecified)	7	3.3	x	0.2	-0.4	x	x	5	0
O=C(CSc1nnc(CNC(=O)c2ccc(F)cc2)o1)NCc1ccccc1	6	1.1	-1.4	-0.2	i	-2	-3	4	2
COc1cccc(NC(=O)COc2c(F)c(F)c(C(F)(F)F)c(F)c2F)c1	4	1.1	-0.1	-0.8	-0.6	-2	3	-1	-41
COc1ccc(/C(C)=N/Nc2cccc(C(=O)O)c2)cc1OC	-4	-0.5	-0.9	1.8	-0.6	0	4	1	x
CC(C)NC(=O)N(C)C[C@H]1Oc2c(NC(=O)Cc3ccccc3)cccc2C(=O)N([C@H](C)CO)C[C@@H]1C	1	0.0	0.2	-0.6	-0.5	-4	x	3	x
COC(=O)Nc1ccc(SCC(=O)c2ccccc2)cc1	-2	4.4	-0.2	0.0	-1.4	3	-1	5	-11
CCNC(=O)C1CCCN(C(=O)Cc2ccc3ccccc3c2)CC1 (stereo unspecified)	15	-9.6	0.1	x	1.1	-4	x	2	x
CCCCNC(=O)NS(=O)(=O)c1ccc(NC(=O)CCC(=O)c2cccs2)cc1	7	2.3	-0.8	0.6	i	-2	2	-9	-11
COc1ccc2nc(SC(C)C(=O)NCC(=O)Nc3ccc(F)c(F)c3F)[nH]c2c1 (stereo unspecified)	7	2.0	-5.8	-1.5	14	-2	x	-9	2
O=C(O)c1cccnc1NC1CCCC1	-4	1.4	0.3	-0.2	i	-3	-6	2	-8
COc1ccc(-c2nnc(NC(=O)C(C)C)s2)c(OC)c1	-4	0.5	-1.1	-0.9	1.0	-17	-4	-2	-5
Cc1ccc(-c2csc(/C=C3/SC(C)C(=O)N3CC(=O)Nc3ccccc3F)n2)cc1 (stereo unspecified)	-2	2.8	0.7	-0.9	-1.1	-5	x	0	1
COc1ccc(/C=C/C(=O)OCC(=O)NCc2ccco2)c(OC)c1	-3	0.1	0.1	-0.7	i	-4	-1	10	-7
O=S(Cc1ccccc1)Cc1ccccc1	-2	-0.6	-0.3	-1.0	-0.3	-2	x	4	-5
c1cc2c(cc1C1=NNC(=NC3CC3)SC1)OCCO2	-5	2.3	-0.9	-2.4	-0.3	1	6	4	-1
CCCCCC(=O)NC(=S)Nc1ccc(NC(=O)c2ccco2)cc1	22	0.7	0.3	-0.2	2.2	0	-1	9	1
Cc1ccccc1N(CC(=O)Nc1ccccc1C(=O)O)S(C)(=O)=O	-2	x	0.2	-2.0	i	2	1	11	-11
(listing goes on)
SMILES	PrPC surface inh	TcdB inh	BoNT-A LC inh2	PfHsp40 rescue	BH1578 lux ind	Anthrax LF inh2	SARS 3CLpro inh	Y pestis TopoI	SSB-PriA inh
Cc1ccc(C(=O)NCCCNC(=O)COc2ccc(C)c(C)c2)cn1	9	1.2	-2.8	1.5	-0.3	12	-2	-5	-4
CCC(=O)N1CCc2cc(S(=O)(=O)NCCC(=O)NCc3ccccc3Cl)ccc21	8	-1.8	-0.5	-1.0	-0.4	-1	0	9	-12
CCOC(=O)NC(=O)/C(C#N)=N/Nc1ccc(F)cc1	-6	x	1.5	-0.5	-2.5	-2	6	7	x
CCCCN(C(=O)CCNC(=O)NC12CC3CC(CC(C3)C1)C2)c1c(N)n(CCCC)c(=O)[nH]c1=O	-8	2.8	0.7	0.4	-0.7	-1	x	-3	-11
CC1=CC(C)C2C(=O)N(c3ccccc3)NC(=O)C2C1 (stereo unspecified)	-7	0.8	-0.3	-0.8	-0.3	-3	4	0	1
COCCN(CCOC)C(=S)Nc1ccccc1	3	2.1	1.7	-1.9	i	-9	5	3	-34
CN(CC(=O)Nc1ccccc1C(F)(F)F)C(=O)c1cc(-c2cccs2)nn1-c1ccccc1	25*	1.5	-0.7	x	i	-4	x	-8	1
CCSc1nnc2n1C(C)(C)Cc1ccccc1-2	2	x	-0.1	-0.7	1.0	0	2	4	-1
Cc1ccc(N2CCN(S(=O)(=O)c3nnc(NC(=O)c4ccco4)s3)CC2)cc1	-5	0.6	1.1	-0.8	-0.2	-4	4	0	-9
Nc1nccc(SCc2ccccc2)n1	-4	1.3	0.4	0.3	i	-10	x	6	-18
COc1ccc(N=C(C)C2=C(O)c3ccccc3C2=O)cc1	-3	x	0.8	-1.1	-0.1	-5	4	-2	4
Nc1nc(SCC(=O)O)[nH]c(=O)c1NC(=O)c1ccccc1F	10	0.3	-0.2	-0.6	-6.7	0	1	-2	4
COc1cccc(NS(=O)(=O)c2cc3[nH]c(=O)c(=O)[nH]c3cc2C)c1	2	-0.2	0.2	-0.9	-0.8	1	-2	-2	-6
Cc1cc(NC(=O)COC(=O)CCS(=O)(=O)c2ccc(C)c(C)c2)no1	8	0.4	-0.2	0.9	-0.3	-3	0	2	-3
Fc1ccccc1CSc1nnc(-c2cccnc2)o1	-3	-3.7	-0.4	0.7	i	0	-1	-9	-30
C=CCC(C=C)[N+]1(CC(=O)OC)CCCCC1 (stereo unspecified)	8	-0.8	-0.8	-0.5	-0.2	1	3	3	-11
C/C(=N/NC(=O)c1nnn(-c2nonc2N)c1COc1ccccc1)c1ccc(O)cc1	-3	0.4	-0.2	-0.6	i	-3	10	-6	x
CC(Oc1ccc(Cl)cc1Cl)C(=O)Nc1ncccn1 (stereo unspecified)	0	x	1.1	0.0	x	4	-4	3	-2
CN1CCC(CN)(N2CCN(c3ccccc3)CC2)CC1	2	0.9	-1.3	3.4	-1.9	-1	-2	-3	0
Cc1c(O)ccc(/C=N/Nc2ncccc2[N+](=O)[O-])c1O	-21	-2.4	-4.1	0.6	i	-6	6	-4	x
Cc1ccc(C)c(OCCn2nnc3ccccc32)c1	11	1.9	-1.2	0.4	3.5	3	-3	3	-13
COc1cc(C(=O)OCc2cc3ccccc3[nH]c2=O)cc(OC)c1OC	-2	x	-0.7	-1.4	i	-3	1	-9	-13
COc1ccc(NC(=O)NC[C@@H]2CC[C@@H](Cc3ccc(-c4ccccc4)cc3)O2)cc1	2	-0.2	0.6	-0.6	i	-2	x	24	9
Cc1cc(NC(=O)CSc2nnc(-c3ccccc3)n2Cc2ccco2)no1	1	x	-0.4	-0.9	i	-3	3	9	4

Molecules from the list above that have a COOH group (5):
SMILES	PrPC surface inh	TcdB inh	BoNT-A LC inh2	PfHsp40 rescue	BH1578 lux ind	Anthrax LF inh2	SARS 3CLpro inh	Y pestis TopoI	SSB-PriA inh
COc1ccc([C@@H]2CC=C(C(=O)O)[C@H](c3ccc(C)cc3)N2S(=O)(=O)c2ccccc2C)cc1	5	-1.7	-0.1	3.1	0.6	-4	x	4	2
COc1ccc(/C(C)=N/Nc2cccc(C(=O)O)c2)cc1OC	-4	-0.5	-0.9	1.8	-0.6	0	4	1	x
O=C(O)c1cccnc1NC1CCCC1	-4	1.4	0.3	-0.2	i	-3	-6	2	-8
Cc1ccccc1N(CC(=O)Nc1ccccc1C(=O)O)S(C)(=O)=O	-2	x	0.2	-2.0	i	2	1	11	-11
Nc1nc(SCC(=O)O)[nH]c(=O)c1NC(=O)c1ccccc1F	10	0.3	-0.2	-0.6	-6.7	0	1	-2	4

Some of the compounds tested. The share of hits here may be higher or lower than overall.
